Screening results: PubChem BioAssay, several laboratories
NOD2-RIPK2 inh: NOD2-RIPK2 protein interaction inhibition | O43353 | CHO BLA complementation NOD2-RIPK2, CCF4 ratio | inhibition, % at 4.98 µM | 360,000 tested, 0.38% active; in the data active means inhibition above about 21%;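 further: 0% = vehicle only and 100% = reference blocker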
C8 TRAIL sens: caspase-8 TRAIL sensitization | NB7+C8 cells + TRAIL, ATPlite viability luminescence | inhibition (viability loss, TRAIL sensitization), % at 10 µM | 360,000 tested, 1% active;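 active means compounds causing at least 50% loss of cell viability in the single-dose screen, relative to plate controls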
LMP1 NFkB inh: Epstein-Barr LMP1 NF-kappaB reporter inhibition | LMP1-induced NF-kappaB luciferase reporter cells, luminescence | AID 504558 | 350,000 tested, 0.69% active | inhibition, % at 12.5 µM; in the data active means inhibition above about 41%;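 further: 0% = neutral control wells and 100% = reference inhibitor control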
TLR9-MyD88 inh: inhibitors of human TLR9-MyD88 binding; CHO BLA complementation TLR9-MyD88, CCF4 FRET ratio; inhibition, % at 4.98 µM; 340,000 tested, 0.21% active; AID 504734;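 active means inhibition above the mean over all tested compounds plus 3 SD, cut at about 21% in these data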;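 further: 0% = DMSO only wells and 100% = clavulanate BLA inhibitor control wells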
Target sequence (Q99836 whole entry, looked up): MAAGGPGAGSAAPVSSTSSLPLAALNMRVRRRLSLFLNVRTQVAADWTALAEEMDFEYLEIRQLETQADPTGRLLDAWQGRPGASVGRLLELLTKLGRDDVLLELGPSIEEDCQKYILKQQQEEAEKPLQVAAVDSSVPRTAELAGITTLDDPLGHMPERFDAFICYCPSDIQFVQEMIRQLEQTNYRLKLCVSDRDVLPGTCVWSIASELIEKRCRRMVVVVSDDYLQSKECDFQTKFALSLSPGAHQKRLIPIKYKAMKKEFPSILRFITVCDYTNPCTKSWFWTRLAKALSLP
Target sequence (Q9NR96 whole entry, looked up): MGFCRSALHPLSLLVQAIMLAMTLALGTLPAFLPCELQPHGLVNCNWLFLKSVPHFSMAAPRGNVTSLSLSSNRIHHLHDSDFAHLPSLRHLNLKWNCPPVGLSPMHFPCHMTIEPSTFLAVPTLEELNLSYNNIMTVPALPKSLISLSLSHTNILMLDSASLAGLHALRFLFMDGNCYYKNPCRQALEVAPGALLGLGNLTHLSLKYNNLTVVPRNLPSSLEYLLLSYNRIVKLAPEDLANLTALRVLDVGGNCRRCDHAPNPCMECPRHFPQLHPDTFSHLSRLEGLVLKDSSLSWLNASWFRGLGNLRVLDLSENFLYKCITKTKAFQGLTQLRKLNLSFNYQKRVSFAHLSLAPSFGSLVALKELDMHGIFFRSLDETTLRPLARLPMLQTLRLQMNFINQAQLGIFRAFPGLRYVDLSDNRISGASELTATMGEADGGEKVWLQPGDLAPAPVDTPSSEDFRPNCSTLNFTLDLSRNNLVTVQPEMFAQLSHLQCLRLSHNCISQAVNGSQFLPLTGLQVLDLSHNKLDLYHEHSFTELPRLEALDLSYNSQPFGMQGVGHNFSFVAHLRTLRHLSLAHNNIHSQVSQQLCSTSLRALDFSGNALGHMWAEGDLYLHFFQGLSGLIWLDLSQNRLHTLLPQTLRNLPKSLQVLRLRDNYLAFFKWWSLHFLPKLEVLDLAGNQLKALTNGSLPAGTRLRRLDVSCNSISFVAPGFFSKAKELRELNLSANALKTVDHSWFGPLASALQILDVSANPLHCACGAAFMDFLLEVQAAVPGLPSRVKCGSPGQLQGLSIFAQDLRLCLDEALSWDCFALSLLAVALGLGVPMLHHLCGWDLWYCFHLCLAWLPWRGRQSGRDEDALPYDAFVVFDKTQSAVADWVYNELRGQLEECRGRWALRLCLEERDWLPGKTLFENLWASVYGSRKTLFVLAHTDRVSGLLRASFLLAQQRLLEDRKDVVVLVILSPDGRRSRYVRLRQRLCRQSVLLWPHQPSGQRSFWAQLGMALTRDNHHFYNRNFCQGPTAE
NR2F2 inh: inhibitors of human COUP-TFII (NR2F2) | HEK293T NGFI-A luciferase reporter, luminescence | P24468 | 370,000 tested, 0.7% active | AID 686940 | inhibition, % at 8.6 µM;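 active means inhibition above a per-plate cutoff, mean inhibition of test wells between control levels plus 3 SD, cut at about 38% in these data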;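 further: cells cotransfected with COUP-TFII expression vector driving the NGFI-A reporter; 0% = median of COUP-TF2 test wells and 100% = reporter-only cells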
NR5A2 inv ag: inverse agonists of human LRH-1 (NR5A2) | O00482 | HEK293T StAR-luciferase reporter, LRH-1 transfected, 24 h | inhibition, % at 3.6 µM | 360,000 tested, 0.13% active;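 active means inhibition above the mean inhibition of all tested compounds plus 3 SD, cut at about 73% in these data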;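 further: 0% = DMSO wells and 100% = reporter-only cells lacking LRH-1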
TROY signal inh: TROY signaling inhibition | Q293 LMP1-TROYcd NF-kB luciferase reporter, 4 h | inhibition, % at 10 µM | 360,000 tested, 0.98% active | AID 1347056;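 active means compounds whose plate-normalised and pattern-corrected inhibition of the luciferase reporter signal at the single screening dose is 50% or more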
Vif imaging: inhibitors of HIV Vif; 340,000 tested, 0.35% active; inhibition, % at 7.49 µM; HEK293T cells, Vif self-association by quenched fluorescence, imaging, 24 h; in the data active means inhibition above about 50%, passing the limit was not always enough; further: some results filed as inactive read as strong as hits
SRC1 inh: inhibitors of human steroid receptor coactivator 1 (SRC1); Q15788; AID 588354; HEK293 GAL4-SRC1 luciferase reporter, luminescence; 360,000 tested, 0.12% active; inhibition, % at 3.6 µM;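 active means inhibition above the campaign mean plus 3 SD, with each screening campaign given its own cutoff, cut at about 60% in these data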;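 further: 0% = DMSO treated cells and 100% = gossypol at 36 µM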
SRC3 inh: human NCOA3 inhibition | HEK293 GAL4-SRC3 luciferase reporter, luminescence | inhibition, % at 3.6 µM | 360,000 tested, 0.17% active | AID 588352;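 active means inhibition above a per-campaign cutoff, the mean of all compounds plus 3 SD, cut at about 60% in these data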;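 further: 0% = DMSO-treated cells and 100% = gossypol-treated cells at 36 µM; higher means less SRC3-driven luciferase light from the GAL4 reporter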
SRC2 inh: inhibits human steroid receptor coactivator 2; inhibition, % at 9 µM; Q15596; AID 651957; HEK293 GAL4-SRC2 luciferase reporter, luminescence; 370,000 tested, 0.17% active;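 active means inhibition above the mean inhibition of all tested compounds plus 3 SD, set per campaign, cut at about 52% in these data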;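 further: 0% = DMSO treated cells and 100% = cells given Gossypol at 36 µM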
Starred values were filed as active, the others as inactive; . = not tested or not shown.

SMILES	NOD2-RIPK2 inh	C8 TRAIL sens	LMP1 NFkB inh	TLR9-MyD88 inh	NR2F2 inh	NR5A2 inv ag	TROY signal inh	Vif imaging	SRC1 inh	SRC3 inh	SRC2 inh
O=C(COC(=O)c1ccc(O)cc1)Nc1ncc(Cl)cc1Cl	-3	-4	4	0	-7	-1	3	3	6	-2	3
O=C(/C=C/c1ccc(Cl)cc1Cl)Nc1cccc(S(=O)(=O)NC2=NCCC2)c1	3	91*	-4	-17	-13	-152	-9	0	-112	-69	-64
COC(=O)c1cc(COC(=O)CNC(=O)c2ccc(Br)cc2)oc1C	-5	7	-1	3	6	-3	-2	24	1	-16	-7
CC1CN(CN2C(=O)c3ccccc3C2=O)CC(C)O1 (centres undefined)	-5	7	4	7	-17	-9	0	14	-4	-39	27
O=C1N=c2ccccc2=C1c1sc(NS(=O)(=O)Cc2ccccc2)nc1O	-10	4	-1	0	-5	-1	-5	6	-4	-5	-18
COc1ccccc1-c1cc(NC(C)=O)c2ncc(-c3cccc(C(F)(F)F)c3)n2c1	0	9	.	.	14	12	8	-17	6	-20	6
Cc1nn2c3ccccc3n(CCN3CCCCC3)c2nc1=O	-2	-3	2	-1	-1	15	-1	-3	-12	-7	-3
COC(=O)c1cc(OC)c(OCc2cc(C(=O)OC)oc2C)c(OC)c1	-3	-5	-6	-4	-1	0	20	-1	-3	0	-14
COc1ccc(C2=NN(C(=O)c3cccs3)C(c3ccccc3O)C2)cc1 (centres undefined)	1	-9	-4	9	-2	-2	-8	1	-5	13	-3
NS(=O)(=O)c1ccc(NC(=O)COC(=O)CCc2ccc(S(=O)(=O)N3CCOCC3)cc2)cc1	-1	2	-7	0	-8	10	24	-1	6	8	-10
CC1(C)Cc2c(cnn2-c2ccc(F)cc2)C(NC(=O)C2CCC2)C1 (centres undefined)	3	6	3	-12	11	3	1	5	24	13	-4
CCCCOc1cccc(NC(=O)CSc2nncn2C)c1	2	-5	-4	-21	8	-3	-20	-7	1	-13	11
Cc1ccc(S(=O)(=O)NC2=NCN(C(C)C)CN2)cc1	-5	-13	-5	0	-28	0	-37	-4	-5	-9	-17
CCS(=O)(=O)N1CCC(NC(=O)c2cc(OC)cc(OC)c2)CC1	-4	3	7	5	12	-7	-13	-7	-1	-6	-12
COc1ccc(S(=O)(=O)N2CCCCC2)cc1NC(=O)C1CC1(Cl)Cl (centres undefined)	0	-7	1	4	28	-10	8	10	7	0	2
O=C1N[C@@H](Cc2ccccc2)COC(=O)[C@H](Cc2ccc(F)cc2)C/C=C\C[C@@H]1CC(=O)N(CCO)Cc1ccccc1	12	-5	3	-5	19	-6	4	-2	-14	0	11
COc1cc(CNC2CCC(C)C2)cc(OC)c1 (centres undefined)	8	-6	-5	0	-16	-5	10	-2	7	5	9
CCCc1nc2c(s1)CCc1onc(-c3cccc([N+](=O)[O-])c3)c1-2	8	6	-12	-4	-4	4	-19	-7	4	8	-9
Cc1nc(=S)c2ccccc2[nH]1	7	2	-19	9	5	10	8	5	-3	5	-11
Cc1cccc(NC(=O)Cn2c(O)c(N=NC(N)=S)c3ccccc32)c1	-5	24	-7	-6	-5	9	11	-22	-5	3	8
CCOc1ccc(CCNC(=O)C(C)n2nc(C)c3c(C)n(-c4ccccc4)nc3c2=O)cc1 (centres undefined)	3	2	-1	-11	-20	2	4	-2	1	8	15
COC(=O)c1sc(N/N=C/c2ccc(C(C)C)cc2)nc1C	-15	6	-17	-95	-13	-16	-43	-4	-23	-12	-16
CCOC(=O)C1CCN(C(=O)Nc2c(-c3ccccc3)noc2C)CC1	-10	-6	4	10	-20	16	0	12	0	9	6
C=CCNC(=O)c1cnn(-c2ccccc2)c1-c1ccccc1	-16	5	4	9	2	-4	8	1	0	-4	-10
Cc1cc(NC(=O)c2ccccc2Cl)n(C(C)(C)C)n1	-3	-13	-1	.	10	0	-11	0	3	15	-15
O=C(CCn1c(=S)[nH]c2ccccc2c1=O)NCCc1ccccc1	-18	-13	5	4	-5	15	2	-3	11	-3	3
CC(=O)N1Cc2cc(N)ccc2Oc2ccccc21	1	-5	-3	-3	-17	-3	19	-6	4	10	-3
COc1ccc(CCn2ccc(O)c(Cc3ccc(Cl)cc3)c2=O)cc1OC	3	4	-3	-2	-3	13	-2	-10	1	14	-9
Cc1occc1C(=O)Nc1nnc(-c2cccs2)s1	-2	4	-31	5	-44	-132	-45	-5	-78	-99	-70
Cc1ccc(CN2C(=O)CSC2c2ccccc2F)cc1 (centres undefined)	-7	16	5	-4	11	12	8	-4	10	12	-9
O=C(CSc1nc(-c2ccccc2)cc(=O)[nH]1)N1CCc2ccccc21	-5	-5	-5	4	5	18	-20	.	-3	8	-18
C=CCN(c1ccccc1OC)S(=O)(=O)c1cccc(C(=O)NCC(c2ccc(OC)cc2)N2CCCC2)c1 (centres undefined)	5	1	-10	7	4	-17	-15	-13	12	-8	-19
C/C(CC(=O)Nc1ccc(Cl)cc1)=N\NC(=O)C(=O)NCCO	2	-2	2	-2	2	4	-16	6	-9	12	-15
CSCCC(NC(=O)COc1ccccc1)C(=O)N(C)Cc1ccc(F)cc1 (centres undefined)	-5	6	-1	0	-9	2	-16	0	7	27	-2
O=C(Nc1cccc(Br)c1)c1ccn[nH]1	-5	-3	-4	-4	-23	-80	-38	-7	-40	-29	-24
O=[N+]([O-])c1ccc(Cl)c2cccnc12	10	-4	-9	6	0	17	13	.	-2	3	9
COc1ccc(CNCCCSc2ncccn2)cc1OC	-20	-10	3	-4	8	-6	20	3	-19	-4	-3
CC(=O)N1CCN(C(=O)CCc2nc3ccccc3c(=O)[nH]2)CC1	-7	11	-7	-10	1	-10	-7	-9	-8	-6	-6
COc1ccc(CN2CCC[C@]3(N[C@H](c4ccccc4)[C@@H]4C(=O)N(C)C(=O)[C@@H]43)C2=O)cc1	-4	-3	-10	1	11	-8	0	1	-10	-1	-10
CCOc1c2ccc(C(=O)NCC34CC5CC(CC(C5)C3)C4)cc2nn1CC	5	-10	-4	6	-9	-5	6	.	4	-7	-17
c1ccc2c(c1)oc1c(Nc3ccc(CN4CCOCC4)cc3)ncnc12	-6	41	-19	8	-16	-151	52*	-24	-129	-89	-55
Cc1ccccc1OCCC(=O)OCC(=O)Nc1ccc(C(N)=O)cc1	-12	-3	2	-12	5	-9	-7	-9	12	5	-7
COC(=O)c1sccc1-n1cccc1C(=O)NCc1ccccc1	-10	-7	-10	2	4	7	-30	5	-12	19	20
CCCCN(C)S(=O)(=O)c1ccc(C(=O)Nc2nnc(CSC)o2)cc1	-10	11	28	13	1	-16	-32	-4	-3	16	-10
COc1cc(C2c3c([nH]c(=O)[nH]c3=O)Nc3ccc4ccccc4c32)cc(OC)c1OC (centres undefined)	-10	-27	-7	0	8	4	14	13	13	5	4
Cn1cc(/C=C(\C(=O)O)C(C(=O)O)=C2CCCCC2)c2ccccc21	10	8	-9	6	7	22	12	-2	-9	9	-6
O=C(NCCNc1ccc([N+](=O)[O-])cc1C(F)(F)F)c1ccccc1F	-8	14	2	-3	-22	11	-7	-12	4	6	-27
Cc1ccc(C)c(N2CCN(C(=O)CCC(=O)Nc3nnc(C(F)(F)F)s3)CC2)c1	2	3	-3	3	3	-11	15	8	-2	-4	6
Brc1cccc(OCCCN2CCCCCC2)c1	-3	-1	-26	5	-3	-18	9	3	-51	9	5
CC(c1ccccc1C(=O)O)c1cc(F)cc2ccccc12 (centres undefined)	-7	14	.	.	-9	-10	7	-2	-2	-25	-32

(continued)
SMILES	NOD2-RIPK2 inh	C8 TRAIL sens	LMP1 NFkB inh	TLR9-MyD88 inh	NR2F2 inh	NR5A2 inv ag	TROY signal inh	Vif imaging	SRC1 inh	SRC3 inh	SRC2 inh
Cc1ccc(C(=O)c2c[nH]cc2-c2ccccc2)cc1	2	-10	-20	-2	7	-26	-25	-5	-10	1	-14
O=C(C1=NNC2C(=O)N(c3ccccc3)C(=O)C12)c1nc(Cl)ccc1Cl (centres undefined)	2	-3	5	-7	27	-2	2	-2	-4	2	-14
NC1=NC(=O)C2(COC(c3cccnc3)OC2)S1 (centres undefined)	0	14	-5	5	7	3	11	-1	-23	17	-2
COc1ccccc1CNC(=O)C1CC2Cn3c(nc4ccccc43)C2N1C (centres undefined)	-7	-3	0	-6	-3	-2	11	.	-14	-10	-24
CCc1nnc(NC(=O)CSc2nc(C)cs2)s1	0	-12	1	-6	2	14	-20	28	4	-4	16
COC(=O)C(N)Cc1ccc(O)c(O)c1 (centres undefined)	4	-14	14	-1	0	-11	-4	-3	9	10	-3
CCOC(=O)c1csc(-c2sccc2Br)n1	-11	-1	-17	-7	-25	-133	-35	-10	-86	-68	-38
CCCCN(CC)Cc1ccc(CNC(=S)Nc2ccc(C)cc2Cl)o1	-2	11	9	-11	9	9	42	-17	15	36	53*
Cc1ccccc1-c1nnc(SCC(=O)c2c(N)n(C3CC3)c(=O)[nH]c2=O)o1	-6	13	-1	4	0	-22	-11	-1	5	-1	-18
O=C(CSc1nnc(SCc2ccc(Cl)cc2)s1)N1CCOCC1	-10	21	-1	4	5	-2	-34	-3	-4	0	9
O=C(NCC(=O)N(CCN1CCOCC1)C(C(=O)NC1CCCC1)c1cccnc1)c1cccs1 (centres undefined)	-15	1	-3	-6	5	-2	0	-3	-4	-5	-11
Cc1ccc(N(C(=O)c2csnn2)C(C(=O)NC2CCCC2)c2cccnc2)c(C)c1 (centres undefined)	-14	1	-13	-3	-5	17	15	-5	-20	8	3
COc1cccc(C(=O)NC(C)CCc2ccccc2)c1 (centres undefined)	9	16	2	-11	11	-14	2	2	3	-17	-38
Cc1cccc(/N=C/c2c(O)n(Cc3ccc4c(c3)OCO4)c(=O)c3ccccc23)n1	-1	0	0	1	10	-11	-3	0	-9	21	16
CCCN(CCC)CC(O)COc1ccc2c(c1)OCO2 (centres undefined)	0	-8	5	-14	18	4	2	0	-8	22	-2
Cc1ccc(S(=O)(=O)CC(=O)N2CCCC2)cc1	-3	-4	-6	-18	-10	-7	1	7	3	9	4
O=C(CSc1nc2ccc(Cl)cc2[nH]1)NCc1ccco1	-5	2	-15	8	5	13	-11	3	-19	-8	3
COC(=O)c1c(N)[nH]c(C(=O)c2ccccc2)c1-c1ccc(Br)cc1	5	-6	.	.	-1	4	8	.	.	.	7
COc1ccc2cc(C(=O)O)n(CC(=O)c3ccccc3)c2c1	-14	-7	1	1	17	-17	-1	-16	3	1	-12
COc1ccccc1Cc1c(-c2ccc(F)cc2)nc2ccc(Cl)cn12	0	3	.	.	-19	-46	-23	.	-36	-17	-23
CC(C)=CCCC(C)=CCN1C(=O)CN(C)C1=O	3	-26	-2	2	5	-16	2	.	1	-2	4
COc1ccc(OC)c(S(=O)(=O)NCc2ccccn2)c1	7	-17	0	1	8	-3	-6	-1	0	-9	-6

These rows are one share of the data. The share of hits here may be higher or lower than overall.
